SARS 3CLpro inh: SARS-CoV 3CLpro protease inhibitors, primary screen, biochemical, quenched FRET; recombinant SARS-CoV 3CLpro, quenched FRET peptide cleavage; inhibition, % at 6 µM; 290,000 tested, 0.14% active; in the data active = inhibition above about 12%
PriA SSB inh: inhibitors of Klebsiella pneumoniae PriA binding to SSB C-terminal tail, primary screen, biochemical, AlphaScreen; PriA–SSB C-terminal tail interaction (Klebsiella pneumoniae); inhibition, % at 33 µM; AlphaScreen SSBct-PriA binding, biotinylated peptide; 430,000 tested, 0.6% active; AID 1272365, 2023; in the data active = inhibition mostly above about 37%, no sharp cut-off; inactive = mostly below about 20%;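 also: plate controls were negative control peptide for no effect and reference peptide for full effect; strong numbers were not always called active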
BoNT-A LC inh2: BoNT/A light chain protease inhibitors, primary screen, biochemical, flow cytometry, MLPCN library. Botulinum neurotoxin type A light chain protease (Clostridium botulinum A str. ATCC 3502). multiplex microsphere protease substrate cleavage. inhibition, % at 10 µM. 360,000 tested, 0.17% active; also: plate controls were buffer without enzyme for full effect and enzyme alone for no effect
PfHsp40 rescue: rescue of yeast from PfHsp40 toxicity, primary screen, S. cerevisiae, ATP luminescence; S. cerevisiae expressing PfHsp40, growth rescue; growth rescue, % at 12.5 µM; 340,000 tested, 0.68% active; in the data active = growth rescue above about 28%, passing the limit was not always enough; inconclusive = no clear call, values can overlap the other calls;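 also: yeast W303a lacking pdr1 and pdr3 grown in galactose medium; growth measured after three days at 30 °C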
Vc quorum ag: inducers of Vibrio cholerae quorum light production without autoinducers, primary screen, BH1578 luxS cqsA deficient, single point; activation, % at 18.7 µM; V. cholerae BH1578 lux reporter, luminescence, 6 h; 350,000 tested, 0.16% active; AID 588436, 2011; in the data active = activation mostly above about 9.7%, no sharp cut-off; inconclusive = no clear call, values can overlap the other calls; inactive = mostly below about 3.7%; also: not every result past the cut was called active; inactives centre near 0; reference of the scale not given here
Y pestis TopoI: Yersinia pestis topoisomerase I inhibitors, primary screen, biochemical, cleavage product accumulation, plate reader, single point; 360,000 tested, 0.064% active; activity, % at 10 µM; Y. pestis Topo-I cleavage product accumulation; in the data active = activity above about 50%, passing the limit was not always enough; inconclusive = no clear call, values can overlap the other calls; also: inactives centre near 2
PrPC surface inh: inhibitors of human cell surface prion protein PrPC, primary screen, cell-based, TR-FRET; inhibition, % at 13.8 µM; 370,000 tested, 0.43% active; TR-FRET read-out; in the data active = inhibition above about 24%; also: 0% = median of the test wells and 100% = reference compound wells
Anthrax LF prot: Bacillus anthracis LF protease inhibitors, primary screen, biochemical, multiplex microsphere, MLPCN library; inhibition, % at 10 µM; Lethal factor (Bacillus anthracis), P15917; multiplex microsphere protease cleavage assay; 360,000 tested, 0.12% active; also: plate controls were buffer without enzyme for full effect and enzyme alone for no effect
TcdB inh: TcdB glycohydrolase inhibitors, primary screen, biochemical, single point, plate reader | TcdB glycohydrolase enzymatic assay | inhibition, % at 9.99 µM | 350,000 tested, 0.24% active; in the data active = inhibition above about 10%
Target sequence (P18177 whole entry, looked up): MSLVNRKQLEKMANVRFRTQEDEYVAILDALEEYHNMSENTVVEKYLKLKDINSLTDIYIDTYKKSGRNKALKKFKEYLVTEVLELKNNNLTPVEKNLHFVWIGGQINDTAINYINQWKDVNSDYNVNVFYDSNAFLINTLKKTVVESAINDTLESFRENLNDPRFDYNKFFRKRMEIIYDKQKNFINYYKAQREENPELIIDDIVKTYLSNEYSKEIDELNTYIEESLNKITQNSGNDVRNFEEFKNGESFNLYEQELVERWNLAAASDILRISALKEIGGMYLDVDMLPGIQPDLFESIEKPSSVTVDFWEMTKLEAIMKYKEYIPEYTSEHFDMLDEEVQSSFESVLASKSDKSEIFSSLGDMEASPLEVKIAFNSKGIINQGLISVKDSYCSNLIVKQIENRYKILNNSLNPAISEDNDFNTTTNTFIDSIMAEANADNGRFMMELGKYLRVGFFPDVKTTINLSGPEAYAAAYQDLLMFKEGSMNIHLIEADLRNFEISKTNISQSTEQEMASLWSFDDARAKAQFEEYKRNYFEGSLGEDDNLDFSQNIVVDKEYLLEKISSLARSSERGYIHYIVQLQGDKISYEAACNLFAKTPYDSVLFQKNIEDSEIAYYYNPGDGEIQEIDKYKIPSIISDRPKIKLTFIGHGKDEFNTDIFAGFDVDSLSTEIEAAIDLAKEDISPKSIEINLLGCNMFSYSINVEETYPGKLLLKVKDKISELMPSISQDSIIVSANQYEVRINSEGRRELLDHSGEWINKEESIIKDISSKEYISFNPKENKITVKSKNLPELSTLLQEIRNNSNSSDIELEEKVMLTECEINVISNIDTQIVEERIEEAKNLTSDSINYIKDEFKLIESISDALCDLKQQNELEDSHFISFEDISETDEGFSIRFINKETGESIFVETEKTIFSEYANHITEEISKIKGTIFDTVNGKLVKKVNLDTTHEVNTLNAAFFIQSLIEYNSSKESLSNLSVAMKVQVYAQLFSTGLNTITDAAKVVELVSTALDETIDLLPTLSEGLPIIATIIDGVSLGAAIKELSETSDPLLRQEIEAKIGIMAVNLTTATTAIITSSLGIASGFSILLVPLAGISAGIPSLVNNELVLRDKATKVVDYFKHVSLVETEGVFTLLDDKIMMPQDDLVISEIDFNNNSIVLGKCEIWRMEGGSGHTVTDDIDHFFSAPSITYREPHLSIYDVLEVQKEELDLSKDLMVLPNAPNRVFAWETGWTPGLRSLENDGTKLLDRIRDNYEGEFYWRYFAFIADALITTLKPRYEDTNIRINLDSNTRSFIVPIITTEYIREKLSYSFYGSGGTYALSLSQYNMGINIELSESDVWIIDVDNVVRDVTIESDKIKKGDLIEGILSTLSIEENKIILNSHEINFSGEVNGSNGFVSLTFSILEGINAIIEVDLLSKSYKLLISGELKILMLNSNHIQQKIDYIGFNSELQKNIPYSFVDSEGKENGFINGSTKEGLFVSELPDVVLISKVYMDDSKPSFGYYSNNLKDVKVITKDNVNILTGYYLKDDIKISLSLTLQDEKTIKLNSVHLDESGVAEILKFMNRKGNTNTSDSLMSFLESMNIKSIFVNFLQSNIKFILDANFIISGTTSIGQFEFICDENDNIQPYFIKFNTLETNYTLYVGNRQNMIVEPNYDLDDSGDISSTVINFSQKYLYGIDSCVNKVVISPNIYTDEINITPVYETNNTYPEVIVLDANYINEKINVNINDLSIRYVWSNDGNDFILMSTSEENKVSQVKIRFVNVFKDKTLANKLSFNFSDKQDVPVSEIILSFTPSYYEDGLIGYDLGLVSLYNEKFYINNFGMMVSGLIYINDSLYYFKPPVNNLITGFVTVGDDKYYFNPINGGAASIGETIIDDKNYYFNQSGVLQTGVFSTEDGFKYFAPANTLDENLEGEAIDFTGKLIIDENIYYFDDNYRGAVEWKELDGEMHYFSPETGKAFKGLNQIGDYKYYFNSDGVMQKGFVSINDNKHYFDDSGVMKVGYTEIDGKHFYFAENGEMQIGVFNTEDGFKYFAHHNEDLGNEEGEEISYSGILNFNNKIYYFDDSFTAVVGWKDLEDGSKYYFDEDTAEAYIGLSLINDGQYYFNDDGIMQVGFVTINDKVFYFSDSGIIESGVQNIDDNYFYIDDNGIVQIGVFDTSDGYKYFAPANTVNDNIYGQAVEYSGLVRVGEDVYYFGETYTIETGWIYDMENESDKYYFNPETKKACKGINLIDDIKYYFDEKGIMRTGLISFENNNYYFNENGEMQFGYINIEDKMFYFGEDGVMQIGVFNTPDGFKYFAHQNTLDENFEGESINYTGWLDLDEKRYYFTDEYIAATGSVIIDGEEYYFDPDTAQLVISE
Numbers without * were called inactive; i = inactive; ? = inconclusive; . = no result given. Rule as the data show it, unless noted: active = inhibition above about 30%; inconclusive = no clear call, values can overlap the other calls; inactive = below that. A portion of the library; rates above refer to the full screens.

nr	structure	SARS 3CLpro inh	PriA SSB inh	BoNT-A LC inh2	PfHsp40 rescue	Vc quorum ag
1	O[C@@H]1C2CCCC1[C@]1(O)CCCCC1C2 (stereo not given in full)	-1	-7	1.1	-1.7	-0.5
2	O=C(N/N=C\c1cc(Br)ccc1O)c1ccc(S(=O)(=O)N2CCCCC2)cc1	-1	.	4.0	1.1	2.1
3	CC(C)C(NC(=O)/C(=C\c1ccco1)NC(=O)c1ccco1)C(=O)O (stereo not given)	-5	-4	-8.7	-1.1	-0.6
4	CCN(CC)CCN1C(=O)C(=O)/C(=C(/O)c2c(C)[nH]c(C(=O)OC)c2C)C1c1ccco1 (stereo not given)	1	.	3.0	0.6	-0.3
5	O=C(/C=C/c1ccccc1F)c1ccoc1	4	-9	-0.2	0.3	i
6	COc1ccc(OC)c(CNS(=O)(=O)c2cc(CN3C(=O)c4cccnc4C3=O)ccc2OC)c1	0	7	0.3	-0.6	-0.5
7	CC(C)(C)n1nc2c(c1NC(=O)Cc1ccc(Cl)cc1)CS(=O)(=O)C2	3	-6	-0.6	0.5	i
8	COc1cc2cc(CCCOC(=O)c3cccc(Br)c3)oc(=O)c2cc1OC	.	-25	-1.1	7.7	0.6
9	COc1ccc2[nH]c(C(=O)N(C)Cc3ccccc3)c(C)c2c1	4	14	-3.5	1.5	-0.8
10	Cc1[nH]n(-c2ccccc2)c(=O)c1/C=N/c1nn[nH]n1	-3	.	-0.8	-0.2	-0.2
11	COc1ccc(-c2nnc(SC(C)C(=O)Nc3nccs3)n2Cc2ccccc2)cc1OC (stereo not given)	-2	11	-0.1	1.2	i
12	Cc1ccc(NC(=S)NNC(=O)c2nnn(-c3ccccc3)c2C)cc1	3	-4	0.1	1.2	-0.3

nr	Y pestis TopoI	PrPC surface inh	Anthrax LF prot	TcdB inh
1	-3	6	1	.
2	-1	-1	0	1.2
3	-19	2	-14	-0.6
4	2	5	-4	.
5	3	-3	-2	.
6	12	-2	0	0.0
7	4	-5	2	3.6
8	34	0	2	.
9	9	7	-6	-1.5
10	2	3	-5	-0.2
11	7	0	-8	.
12	-3	7	0	0.8

The list goes on:
nr	structure	SARS 3CLpro inh	PriA SSB inh	BoNT-A LC inh2	PfHsp40 rescue	Vc quorum ag
13	Cc1ccc2[nH]c(=O)c(CN(CC3COCCO3)C(=O)Nc3ccccc3C)cc2c1 (stereo not given)	-1	-4	-0.8	1.4	i
14	COc1ccc(C)cc1NC(=O)c1nn(-c2ccccc2)cc1OC	3	-10	-1.8	5.8	-0.5
15	Cn1nccc1C(=O)N(CCN1CCCCC1)CC1CCCN(C2CCCC2)C1 (stereo not given)	0	0	-0.3	-0.4	-0.2
16	O=C(OCC(=O)N1CCN(c2ccccc2)CC1)c1cccs1	.	-7	0.4	-0.3	11
17	O=S(=O)(NC1CCCCC1)c1ccc(Cl)nc1	0	8	0.0	0.5	-1.1
18	COc1cc(OC)cc(C(=O)Nc2ncc3c(n2)CC(C)CC3=O)c1 (stereo not given)	-4	-3	0.8	-0.4	i
19	COc1ccc(CCNC(=O)C(C)SCc2ccccc2)cc1 (stereo not given)	-5	-2	0.0	-0.2	-0.3
20	O=C(/C=C/c1ccc(Br)cc1)NC(=S)N1CCOCC1	-2	-2	0.1	-0.3	i
21	COc1ccc(S(=O)(=O)NCc2ccccn2)cc1OC	2	-11	-2.1	-0.3	i
22	Cc1ccc(CCN2CC(C(=O)NCCc3ccccc3)CC2=O)cc1 (stereo not given)	2	-2	-3.1	0.0	i
23	CC1CCN(c2ccc(N3C(=O)C4CCCCC4C3=O)cc2[N+](=O)[O-])CC1 (stereo not given)	1	-21	0.3	-2.2	-0.3
24	CCN(CC)S(=O)(=O)c1ccc(N2CCCC2)c(NC(=O)C2=NN(c3ccccc3)C(=O)CC2)c1	.	11	-0.3	0.8	0.6

nr	Y pestis TopoI	PrPC surface inh	Anthrax LF prot	TcdB inh
13	3	-3	9	0.8
14	25	3	-1	2.3
15	-9	-5	-2	0.1
16	2	8	-2	-0.6
17	5	8	-5	.
18	-4	8	-1	.
19	8	1	0	-0.7
20	7	0	-3	1.2
21	-5	-6	2	0.2
22	6	0	-2	0.5
23	2	2	1	0.8
24	25	2	-2	-1.0

New compounds follow
nr	structure	SARS 3CLpro inh	PriA SSB inh	BoNT-A LC inh2	PfHsp40 rescue	Vc quorum ag
25	COC(=O)c1c(NC(=O)C2COc3ccccc3O2)sc2c1CCN(C(=O)OC)C2 (stereo not given)	.	.	-0.2	.	-0.7
26	CCOC(=O)N/N=C\c1cccc(OC)c1	3	.	0.4	-0.3	i
27	Cc1ccc(S(=O)(=O)Nc2ccccc2/C=N/c2nc3ccccc3n2C)cc1	-2	.	-0.5	-0.7	-0.7
28	CC(=O)Nc1ccc(S(=O)(=O)N2CCC(C(=O)O)CC2)cc1	0	5	0.9	-2.0	i
29	CCCOc1ccc(F)cc1-c1cc(C(=O)Nc2ccccc2)[nH]n1	.	.	0.1	.	i
30	CC(C)NC(=O)CCCc1ccccc1	2	-3	-4.5	0.8	-0.4
31	CCOC(=O)c1c(/N=C/c2cc(OC)cc([N+](=O)[O-])c2O)sc(C)c1C	1	.	-0.2	0.4	i
32	O=C(Nc1csnn1)OCc1ccccc1	.	-7	-0.2	-1.2	0.8
33	O=C(CSCc1ccc(Cl)cc1)N/N=C/c1ccc(OCC(=O)Nc2ccccc2)cc1	1	.	-0.6	0.4	i
34	CCN(c1ccccc1)S(=O)(=O)c1ccc(NN)nc1	.	-4	-0.1	-0.6	-0.4
35	CC1(C)CC(=O)C2=C(C1)OC1=C(C(=O)CC(C)(C)C1)C2c1ccccc1	1	-4	0.1	0.7	i
36	COc1ccc(/C=N/NC(=O)Cn2cnc3ccccc3c2=O)cc1OC	-1	.	0.2	-0.8	-1.0

nr	Y pestis TopoI	PrPC surface inh	Anthrax LF prot	TcdB inh
25	32	-2	-3	1.9
26	6	-1	-2	0.8
27	-2	.	-2	.
28	3	0	-7	1.0
29	-19	-6	-1	0.3
30	-1	4	?	.
31	-1	-1	-5	.
32	6	-8	-3	0.6
33	4	-4	4	.
34	9	2	-2	0.8
35	-1	-1	-11	.
36	-8	-2	-3	.

Full records, looked up by structure:
Results for `COc1ccc(/C=N/NC(=O)Cn2cnc3ccccc3c2=O)cc1OC` : SARS 3CLpro inh: -1; PriA SSB inh: .; BoNT-A LC inh2: 0.2; PfHsp40 rescue: -0.8; Vc quorum ag: -1.0; Y pestis TopoI: -8; PrPC surface inh: -2; Anthrax LF prot: -3; TcdB inh: .
Results for `CC(=O)Nc1ccc(S(=O)(=O)N2CCC(C(=O)O)CC2)cc1` : SARS 3CLpro inh: 0; PriA SSB inh: 5; BoNT-A LC inh2: 0.9; PfHsp40 rescue: -2.0; Vc quorum ag: i; Y pestis TopoI: 3; PrPC surface inh: 0; Anthrax LF prot: -7; TcdB inh: 1.0

(next part)
nr	structure	SARS 3CLpro inh	PriA SSB inh	BoNT-A LC inh2	PfHsp40 rescue	Vc quorum ag
37	COc1ccc2cc(CN(CCc3ccccc3)Cc3nnnn3Cc3ccco3)c(=O)[nH]c2c1	8	4	-0.4	-0.7	i
38	Cc1cc(C)c(Nc2ncnc(N)n2)c(C)c1	3	-2	-0.8	-1.3	i
39	CN1CCN(S(=O)(=O)c2cnccc2N2CCN(c3cccc(Cl)c3)CC2)CC1	-1	-9	-1.2	0.0	-0.4
40	CC(NC(=O)c1ccc(N2CCCC2=O)cc1)c1ccccc1 (stereo not given)	1	-5	1.7	-1.1	i
41	Cc1ccc(/C=C/c2nc3ccccc3c(=O)n2CCc2ccccc2)cc1	0	-24	0.0	0.1	i
42	CN(C)c1ccnc(Oc2ccc(Cl)cc2)c1C#N	1	-22	0.3	-0.1	i
43	Cc1ccc2sc(N3CCN(CCNC(=O)c4ccco4)CC3)nc2c1C	.	3	2.7	-0.6	-11
44	COC(=O)[C@@]1(C)[C@H]2C(=O)N(C)C(=O)[C@H]2[C@H]2CN=C(SC)N21	.	0	0.1	-0.2	i
45	NNc1ccc([N+](=O)[O-])c2[nH][nH]c(=O)c12	.	.	-1.4	.	i
46	O=C1NC[C@H](CCCCN2C[C@H](Cc3ccc(O)cc3)N(Cc3ccccc3)C(=O)C2=O)N(CCc2ccc(O)cc2)C1=O	.	.	0.3	.	.
47	Cc1cc(C(=O)Nc2cc(C)on2)on1	-7	1	-0.3	0.2	-0.1
48	c1ccc(CCNc2nc(-c3ccncc3)nc3ccccc23)cc1	1	-8	.	-2.5	-0.7

nr	Y pestis TopoI	PrPC surface inh	Anthrax LF prot	TcdB inh
37	8	-1	-7	.
38	2	-2	4	0.1
39	25	-8	-2	-0.4
40	-3	2	2	1.0
41	7	5	-1	.
42	14	2	0	0.8
43	4	3	3	1.3
44	-5	1	4	1.1
45	-26	-31	-8	-0.8
46	.	7	-2	3.7
47	2	10	-6	1.6
48	21	9	.	0.8

Among those listed so far, these have fluorine:
nr	structure	SARS 3CLpro inh	PriA SSB inh	BoNT-A LC inh2	PfHsp40 rescue	Vc quorum ag
5	O=C(/C=C/c1ccccc1F)c1ccoc1	4	-9	-0.2	0.3	i
29	CCCOc1ccc(F)cc1-c1cc(C(=O)Nc2ccccc2)[nH]n1	.	.	0.1	.	i

nr	Y pestis TopoI	PrPC surface inh	Anthrax LF prot	TcdB inh
5	3	-3	-2	.
29	-19	-6	-1	0.3

Continued.
nr	structure	SARS 3CLpro inh	PriA SSB inh	BoNT-A LC inh2	PfHsp40 rescue	Vc quorum ag
49	CCOC(=O)N1CCN(C(=O)c2cn(CC)c3ccc(S(=O)(=O)N4CCC(C)CC4)cc3c2=O)CC1	-1	-11	0.1	8.1	0.0
50	CC1CCc2c(nc3ncnn3c2N2CCN(c3ccccc3)CC2)C1 (stereo not given)	-3	-12	-0.8	0.4	-0.2
51	O=C(CSc1nc(-c2ccco2)cc(C(F)(F)F)n1)NCc1cccs1	-6	14	0.0	-1.9	0.0
52	c1ccc2c(-c3c[nH]c4ccccc34)c3ccccc3nc2c1	1	-19	6.9	37*	-0.2
53	COc1ccccc1Nc1ccc(C(=O)O)cc1[N+](=O)[O-]	0	12	0.4	0.4	i
54	COC(=O)CC(N)c1ccc(Br)cc1 (stereo not given)	0	0	0.7	0.2	i
55	CCn1cc(/C=C2/SC(=S)NC2=O)c(C)n1	7	-1	-0.4	-0.4	0.1

nr	Y pestis TopoI	PrPC surface inh	Anthrax LF prot	TcdB inh
49	-1	-4	3	-0.2
50	7	0	-7	-1.1
51	8	-3	-3	.
52	-1	5	4	.
53	-8	-27	-2	1.0
54	1	2	-6	1.6
55	3	-19	-2	.

Screens from PubChem.
